HPDE-C7K KRASV12 – viability loss of HPDE-C7K cells – cell-based, fluorescence, HTS, primary screen (AID 431). HPDE-C7K KRASV12 cells, Alamar Blue viability, 48 h; higher % means a stronger effect. one-dose cytotoxicity, % at 10 µM; EC50 in µM for titrated hits. actives 1.7% (n = 63,000);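 active = compounds whose percent cytotoxicity in the single-dose primary screen, scaled between solvent and toxic-drug controls, exceeds 50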;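 note: 0% = DMSO solvent wells and 100% = doxorubicin-treated wells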
LYP phosphatase – inhibition of human PTPN22 tyrosine phosphatase – biochemical, DiFMUP fluorescence, recombinant catalytic domain, 10 µM, primary screen (AID 606); recombinant LYP catalytic domain, DiFMUP fluorescence; higher % means a stronger effect; inhibition, % at 10 µM, or IC50 in µM where a hit was titrated; 52,000 tested, under 10 active;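 active = IC50 under 40 µM in the dose-response test; inactive = IC50 of 40 µM or more, or never dose-tested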
HPDE-C7 cytotoxicity – HPDE-C7 pancreatic duct cell viability loss – fluorescence, HTS (AID 430). HPDE-C7 pancreatic duct cells viability, fluorescence; higher % means a stronger effect. cytotoxicity, % at 10 µM, or EC50 in µM where a hit was titrated. actives 1.8% (n = 63,000);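 note: cells exposed to compound for 48 hours before viability readout; 0% = vehicle and 100% = reference cytotoxic drug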
DPM-DC inhibit – S. pneumoniae DPM-DC inhibition; purified DPM-DC, PK/LDH coupled NADH fluorescence; calls only at 10 µM; actives 0.49% (n = 65,000);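 active = the 320 compounds with the highest percent inhibition in the single-dose primary screen, excluding strongly autofluorescent ones, cut at about 32% in these data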;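 note: kinetic rate of NADH fluorescence loss reporting ADP formed by the decarboxylase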
Spn MK inh – blocks S. pneumoniae mevalonate kinase. inhibition, % at 10 µM. purified MK, PK/LDH-coupled NADH absorbance 340 nm. actives 0.48% (n = 65,000). AID 555;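 active = ranked among the strongest by inhibition in the single 10 µM screen, a fixed top-ranked set picked for dose follow-up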; note: no value below 0 was filed
HT1080 cytotoxicity – cytotoxicity in HT1080 fibrosarcoma cells, cell-based, fluorescence readout (AID 620); cytotoxicity, % at 10 µM; hits with a dose series show EC50 in µM; actives 0.42% (n = 87,000); HT1080 viability, fluorescence; higher % means a stronger effect;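 note: cells exposed to compound overnight then 4 h with Alamar Blue; 0% = vehicle DMSO and 100% = killing control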
Bfl-1 inhibitors – displacement of Bid BH3 peptide from Bfl-1 – biochemical, fluorescence polarization, FITC-Bid, mouse, primary screen (AID 432); FITC-Bid BH3 peptide fluorescence polarization displacement; higher % means a stronger effect; actives 0.02% (n = 64,000); displacement, % at 20 µM, or IC50 in µM where a hit was titrated; in the data active = a potency from the dose series; inactive = the rest, 99 in 100 with displacement below about 15%; note: strong numbers were not always called active
PMK inhibit – blocks S. pneumoniae phosphomevalonate kinase. purified PMK, PK/LDH-coupled NADH absorbance 340 nm. inhibition, % at 10 µM. actives 0.49% (n = 65,000). AID 539;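 active = top-ranked compounds by inhibition in the single 10 µM screen, taking a fixed number of the strongest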;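 note: 0% = full reaction with DMSO carrier and 100% = background rate without enzyme reaction; no value below 0 was filed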
Alkaline phosphatase – human TNAP enzyme inhibitors, biochemical, luminescent (AID 518); actives 0.09% (n = 64,000); inhibition, % at 20 µM, or IC50 in µM where a hit was titrated; purified TNAP enzyme, luminescent substrate readout; higher % means a stronger effect; in the data active = a potency from the dose series; inactive = the rest, 99 in 100 with inhibition below about 22%;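 note: plate controls were vehicle for no effect and reference inhibitor for full effect; many of its hits are not listed in these tables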
PMK inhibit pilot replicates – also measured in PMK inhibit; calls as there; inhibition, %; measured here: pilot screen replicates
Spn MK inh pilot replicates – second read-out of Spn MK inh, no call of its own (marks repeat the call); inhibition, %; measured here: pilot screen replicates
DPM-DC inhibit pilot screen % – also measured in DPM-DC inhibit; calls as there; inhibition, %; measured here: pilot screen trials
Starred values were filed as active, the others as inactive; i = inactive; nt = no result given; + = active, no number; & = joins results of further samples. Cut-off read from the data, not from the text of the source, unless noted: active = cytotoxicity above about 50%; inactive = the rest.

SMILES	HPDE-C7K KRASV12	LYP phosphatase	HPDE-C7 cytotoxicity	DPM-DC inhibit	Spn MK inh	HT1080 cytotoxicity	Bfl-1 inhibitors	PMK inhibit	Alkaline phosphatase	others
O=c1[nH]c2cc3c(cc2cc1CN(Cc1nnnn1CC1CCCO1)C1CCCCC1)OCO3 (centres undefined)	-4%	-2%	-5%	i	7	5%	-7%	16	9%
Cc1ccc(S(=O)(=O)N2CCN(C(=O)N3CCOCC3)C2C)cc1 (centres undefined)	11%	nt	6%	i	0	-5%	4%	7	17%	PMK inhibit pilot replicates=5.5;Spn MK inh pilot replicates=0.0;DPM-DC inhibit pilot screen %=0.0
C=CCn1c(SCC(=O)NC2CCCCC2)nnc1-c1ccc(OC)cc1	-2%	10%	-15%	i	7	nt	1%	0	0%
CCN(CC)CCCN(Cc1cc2cc3c(cc2[nH]c1=O)OCO3)C(=O)Nc1ccccc1OC	5%	4%	-10%	+	7	2%	2%	5	7%
Fc1ccc(CSc2nncn2NCc2ccc3c(c2)OCO3)cc1	-9%	-2%	-5%	i	5	25%	-1%	0	-1%
COc1ccccc1C1C2C(=O)N(c3ccccc3)C(=O)C2ON1c1ccccc1 (centres undefined)	-12%	14%	-13%	i	4	3%	22%	1	0%
Cc1noc(C)c1S(=O)(=O)Nc1ccc(C(=O)NC2CCCCC2C)cc1 (centres undefined)	-8%	nt	-2%	i	8	4%	-4%	15	-1%
COc1ccc(OC)c(NC(=O)Cn2cc(C#N)c3ccccc32)c1	-10%	11%	-2%	i	3	14%	5%	5	-4%
COc1cc(C2C(C(C)=O)=C(O)C(=O)N2CCc2c[nH]c3ccccc23)ccc1O (centres undefined)	-9%	6%	-15%	i	9	-12%	-4%	7	7%
Cc1cc(C)n(/N=C/c2c[nH]c3ccccc23)c(=O)c1	1%	-5%	2%	i	4	-6%	-4%	9	-1%
CC(=O)Nc1ccc(C(=O)CSc2nnc3scc(-c4ccccc4)n23)cc1	-8%	0%	3%	i	5	-4%	0%	15	12%
Cc1ccc2nc(N3CCN(C)CC3)c(C#N)cc2c1	-6%	14%	-4%	i	10	0%	-11%	8	12%
CC1CCCCC1NC(=O)C1CCN(S(=O)(=O)c2ccc3c(c2)CCC(=O)N3)CC1 (centres undefined)	-8%	-3%	-18%	i	6	-2%	-2%	0	4%
CC(C)OC(=O)CSc1nnc(-c2cnccn2)n1C	-8%	10%	-16%	i	1	3%	12%	0	8%
CCOC(=O)C(NC(C)=O)C(OC(C)=O)c1cccc(N(CCO)CCO)c1 (centres undefined)	12%	-3%	4%	i	6	-6%	-10%	3	12%
O=C(Nc1ccc(S(=O)(=O)NCc2ccccc2)cc1)Nc1ccc2c(c1)OCO2	39%	-6%	34%	i	7	11%	-2%	0	2%
Oc1c(C(c2ccco2)N2CCOCC2)sc2ncnn12 (centres undefined)	7%	11%	7%	i	15	-2%	6%	0	9%
O=C(CCCCCN1C(=O)CCC1=O)Nc1ccc(Br)cc1F	-5%	14%	4%	i	6	-7%	-7%	7	3%
COc1cc2c(N3CCOCC3)cc(O)c(CC(=O)Nc3ccccc3)c2cc1OC	-2%	10%	-20%	nt	5	-3%	2%	10	8%	PMK inhibit pilot replicates=5.0;Spn MK inh pilot replicates=0.0
O=C(O)c1c(Cl)c(Cl)c(Cl)c(Cl)c1C(=O)N1CCOCC1	nt	7%	nt	i	11	-3%	nt	12	nt	PMK inhibit pilot replicates=5.0;Spn MK inh pilot replicates=0.0;DPM-DC inhibit pilot screen %=1.0
CC(=O)OCn1nnc2ccccc2c1=O	nt	-2%	nt	i	10	-3%	nt	13	nt
O=C(c1ccccc1)N(Cc1ccccc1)c1ccccn1	1%	nt	2%	i	3	1%	-4%	1	10%
CN(C)c1cccc2c(S(=O)(=O)N3CCOCC3)cccc12	10%	-4%	-9%	i	0	-6%	-8%	7	1%
CCOc1nc(-c2ccccc2)ccc1-c1noc(COc2ccccc2)n1	16%	nt	10%	i	0	4%	-19%	8	9%
c1ccc2[nH]c(-c3ccnc4ccccc34)nc2c1	7%	-3%	3%	nt	8	3%&2%	-1%	13	2%
Additional entries.
SMILES	HPDE-C7K KRASV12	LYP phosphatase	HPDE-C7 cytotoxicity	DPM-DC inhibit	Spn MK inh	HT1080 cytotoxicity	Bfl-1 inhibitors	PMK inhibit	Alkaline phosphatase	others
CCOC(=O)N1CCC(NC(=O)C(NS(=O)(=O)c2ccc3c(c2)CCN3C(C)=O)C(C)C)CC1 (centres undefined)	1%	11%	-4%	i	4	0%	-2%	8	8%
OC1C[N+]2(CCCCC2)C1	0%	14%	-27%	i	9	2%	-2%	6	0%	PMK inhibit pilot replicates=0.5;Spn MK inh pilot replicates=0.0;DPM-DC inhibit pilot screen %=4.5
CC1CCc2nc(NC(=O)Cc3cccs3)sc2C1 (centres undefined)	-16%	6%	2%	i	12	-3%	-1%	0	10%
COCc1cc(C)[nH]c(=O)c1C#N	-22%	3%	-16%	nt	4	-7%	3%	0	0%
CC1Cc2ccccc2N1C(=O)C12CCC(C)(C(=O)C1)C2(C)C (centres undefined)	-15%	nt	-18%	i	4	-4%	-2%	8	2%	PMK inhibit pilot replicates=4.5;Spn MK inh pilot replicates=1.5;DPM-DC inhibit pilot screen %=4.0
O=C(NCCO)c1nc(NCCO)c2ccccc2n1	-21%	1%	-9%	i	5	-2%	4%	11	10%
CCCCN(CC)CCCNC(=O)CS(=O)(=O)Cc1nc(-c2cccc(OC)c2)oc1C	-5%	11%	-14%	i	5	28%	0%	4	8%	PMK inhibit pilot replicates=2.0;Spn MK inh pilot replicates=0.0;DPM-DC inhibit pilot screen %=0.0
CCCCSc1nnc(-c2c[nH]c3ccccc23)n1C	9%	3%	1%	i	10	4%	-5%	0	3%
Cc1cc(N(CC(=O)O)S(C)(=O)=O)ccc1Br	5%	12%	7%	i	2	1%	-6%	1	12%
O=C(c1cccc(F)c1)N1CCN=C1SCc1cccnc1	7%	10%	-2%	i	9	0%	0%	0	-2%
COc1ccc(C(C)=O)c2c(O)cccc12	12%	nt	9%	i	10	-10%	-1%	4	-3%
Cc1ccc(SCCNS(=O)(=O)c2ccc3c(c2)OCCO3)cc1	9%	7%	-3%	i	6	6%	1%	4	12%
COc1ccc(N2C(=O)NC3CC2(C)Oc2ccccc23)cc1OC (centres undefined)	3%	0%	5%	i	9	-7%	1%	15	7%
C=COCCn1c(=N)n(CCC)c2ccccc21	-6%	-20%	-14%	i	7	-1%	-14%	11	0%
CCOc1cc(CNc2ccc3[nH]c(=O)[nH]c3c2)ccc1OCC(=O)NC(C)(C)C	19%	-4%	10%	nt	10	-1%	8%	3	18%
COCC(C)NC(=O)c1cccc(Cl)c1 (centres undefined)	-23%	4%	-24%	i	11	-5%	-4%	6	5%
Cc1onc(-c2ccccc2Cl)c1C(=O)N1CCN=C1SCc1cccnc1	-6%	-2%	-12%	i	7	-1%	-7%	16	-1%
COc1ccc(-c2ocnc2C(=O)Nc2ccccc2N2CCCCC2)cc1	17%	nt	14%	i	0	-13%	-2%	14	10%
O=C(c1ccc(CS(=O)(=O)c2ccccc2)o1)N1CCOCC1	4%	7%	-5%	i	7	0%	1%	10	5%
O=C(CCc1nc(-c2ccccc2)no1)Nc1cc(C(F)(F)F)ccc1Cl	-20%	2%	-26%	i	6	16%	-14%	4	16%
CCN(CC)P(=O)(C(NC(=O)OC)C(F)(F)C(F)(F)C(F)(F)C(F)F)N(CC)CC (centres undefined)	4%	8%	2%	i	0	5%	-3%	12	-4%
CCOc1cccc(C2C(C(=O)c3ccco3)=C(O)C(=O)N2Cc2ccncc2)c1 (centres undefined)	6%	9%	-6%	i	6	2%	3%	0	16%
CCC(=O)Nc1ccccc1C(=O)N1CCOCC1	-10%	4%	-20%	i	0	4%	-2%	0	-5%
Cn1c(SCC(=O)N2CCOCC2)nnc1-c1ccccc1	2%	15%	-6%	i	7	4%	1%	5	4%
S=c1[nH]nc(Cc2ccccc2)n1Cc1ccco1	4%	13%	-2%	i	14	0%	6%	8	8%	PMK inhibit pilot replicates=0.0;Spn MK inh pilot replicates=3.0;DPM-DC inhibit pilot screen %=5.0
Following part
SMILES	HPDE-C7K KRASV12	LYP phosphatase	HPDE-C7 cytotoxicity	DPM-DC inhibit	Spn MK inh	HT1080 cytotoxicity	Bfl-1 inhibitors	PMK inhibit	Alkaline phosphatase	others
O=C(NCc1ccccn1)NC12CC3CC(CC(C3)C1)C2	-12%	-12%	-12%	i	0	nt	-3%	3	2%
CCOC(=O)CCc1c(C)c2ccc(OCc3nn[nH]n3)cc2oc1=O	nt	-6%	nt	nt	0	-6%	12%	11	9%
Nc1nc2c(s1)CCc1c-2cnn1-c1ccccc1	28%	7%	29%	+	0	12%	-1%	5	14%
CCOc1ccc2ccccc2c1CNCCN1CCOCC1	4%	8%	-6%	i	6	19%	0%	2	6%
Cc1nc(N2CCN(c3ccccc3)CC2)nc2c1C(=O)CCC2	33%	nt	27%	i	2	0%	-12%	9	3%
CN1CCN(C(=O)c2ccc(Cl)c(S(=O)(=O)N3CCCCC3)c2)CC1	-16%	nt	-13%	i	4	-5%	-3%	4	5%
Cn1c(SCC(=O)Nc2ccc(N3CCOCC3)c(Cl)c2)nnc1-c1ccccc1	-20%	7%	-9%	i	9	11%	0%	4	9%
CCSc1nc2sc3c(c2c(=O)n1C1CCCCC1)CCN(C)C3	-18%	9%	-4%	i	0	-18%	-1%	8	4%
O=C(OCc1nc2ccccc2s1)C1CCN(S(=O)(=O)c2cccs2)CC1	1%	7%	-10%	i	0	-1%	-11%	14	5%
CN(c1ccccc1)S(=O)(=O)c1ccc(C(=O)Nc2nccs2)cc1	-9%	2%	-7%	i	4	1%	-2%	2	7%
CCCS(=O)(=O)N1CCC(C(=O)c2cccc(C(F)(F)F)c2)CC1	-11%	10%	-15%	i	3	5%	1%	8	8%
O=C(CSc1nc2c(c(=O)n1-c1ccc(F)cc1)SCC2)Nc1ccc2c(c1)OCO2	nt	nt	nt	i	10	6%	nt	6	nt
O=C(NCc1ccco1)c1cc(-c2ccc(Cl)cc2)on1	-9%	12%	6%	i	1	2%	0%	13	-8%
CCCCN(CC)S(=O)(=O)N1CCC(C(=O)NCc2ccc(F)cc2)CC1	-8%	-8%	-14%	i	3	-6%	-5%	15	1%	PMK inhibit pilot replicates=1.5;Spn MK inh pilot replicates=0.0;DPM-DC inhibit pilot screen %=0.5
O=C(O)Cn1c(SCCOc2ccccc2)nc2ccccc21	6%	2%	3%	i	10	3%	8%	2	9%
Cc1ccc(CN2C(=O)CCC2C(=O)NCc2ccc(F)cc2)cc1 (centres undefined)	-6%	nt	-2%	i	1	20%	2%	10	9%
CCSc1nc2ccccc2n1S(=O)(=O)c1ccccc1	-2%	-8%	24%	i	9	-7%	12%	13	14%

Entries above containing bromine:
SMILES	HPDE-C7K KRASV12	LYP phosphatase	HPDE-C7 cytotoxicity	DPM-DC inhibit	Spn MK inh	HT1080 cytotoxicity	Bfl-1 inhibitors	PMK inhibit	Alkaline phosphatase	others
O=C(CCCCCN1C(=O)CCC1=O)Nc1ccc(Br)cc1F	-5%	14%	4%	i	6	-7%	-7%	7	3%
Cc1cc(N(CC(=O)O)S(C)(=O)=O)ccc1Br	5%	12%	7%	i	2	1%	-6%	1	12%

From PubChem BioAssay
